Screening results deposited in PubChem by IUPUI and University of Michigan.
ST2 inh – blocks human ST2 binding to IL-33; 2.3% of 78,000 active; inhibition, % for hits at 17 µM; Q01638; AlphaLISA ST2-Fc/biotin-IL-33 interaction, 1 h; in the data active = inhibition above about 30%; inconclusive = mostly about 10% to 28%
Target sequence (Q01638 whole entry, looked up): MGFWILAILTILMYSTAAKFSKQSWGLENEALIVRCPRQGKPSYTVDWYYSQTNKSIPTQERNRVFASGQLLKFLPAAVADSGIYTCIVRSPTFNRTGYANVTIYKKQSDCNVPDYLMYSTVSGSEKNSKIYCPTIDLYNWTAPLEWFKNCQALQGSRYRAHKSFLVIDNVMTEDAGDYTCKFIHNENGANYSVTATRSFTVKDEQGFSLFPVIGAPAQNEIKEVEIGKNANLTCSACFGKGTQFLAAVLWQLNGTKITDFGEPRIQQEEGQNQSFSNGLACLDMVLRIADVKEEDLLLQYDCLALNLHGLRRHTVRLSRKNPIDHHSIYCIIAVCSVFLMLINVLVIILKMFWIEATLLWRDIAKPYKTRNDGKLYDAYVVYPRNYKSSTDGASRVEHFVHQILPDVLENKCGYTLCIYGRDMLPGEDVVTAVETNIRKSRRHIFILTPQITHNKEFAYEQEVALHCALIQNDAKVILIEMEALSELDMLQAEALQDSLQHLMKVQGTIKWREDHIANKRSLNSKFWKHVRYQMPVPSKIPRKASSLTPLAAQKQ
Numbers without * were called inactive; i = inactive; ? = inconclusive.

SMILES	ST2 inh
CCCOc1ccc(-c2nc3s/c(=C\c4cc(OC)ccc4OC)c(=O)n3n2)cc1	i
CNC(=O)C1CCC(Cn2c(=O)c3sccc3n(CC(=O)Nc3ccccc3C)c2=O)CC1 (stereo unspecified)	i
CCCOc1ccc(C2C(C(=O)Nc3ccccc3OC)=C(C)Nc3nnnn32)cc1OC (stereo unspecified)	?
COc1cccc2c1OCCCN(C(=O)CC1COCCN1)C2 (stereo unspecified)	?
CCN1C(=O)N(CCc2ccccc2)C2(CCN(Cc3cccc(OC)c3OC)CC2)C1=O	i
CCN(CC)S(=O)(=O)c1ccc2oc(C(=O)NC3CCCCC3)c(C)c2c1	i
CCSc1sc(SC#N)cc1SC#N	47%*
Cc1cnc(C)c(N2CCOc3c(O)cc(-c4ccccc4C)cc3C2)n1	i
N#Cc1nc(COc2ccc(Cl)cc2)oc1N1CCCC1	73%*
COC(=O)C1=C(N)OC2=C(C(=O)CC(c3ccccc3)C2)C1c1ccsc1 (stereo unspecified)	i
Cc1ccc(N2CCN(C(=O)CNS(=O)(=O)c3ccc(Br)s3)CC2C)cc1 (stereo unspecified)	i
CCCCc1ccc(C2C(C#N)=C(N)SC(N)=C2C#N)s1	?
CCCCOc1ccc(S(=O)(=O)N2CCN(c3nc(C)cc(N(C)C)n3)CC2)cc1	i
CC1(C)Cc2ccccc2-c2nnc(-c3ccccc3)n21	i
CC(=O)N1c2c(cc(Br)cc2S(=O)(=O)Nc2ccc(Cl)cc2)CC1C (stereo unspecified)	i
CCN=Cc1c(C)[nH]n(-c2ccc(Cl)cc2)c1=O	i
CCN(CCn1cccn1)C(=O)c1cc(Cn2cnc3ccccc32)[nH]n1	i
CN(CC(=O)N1CCCc2c1c(=O)oc1ccc(O)cc21)C1CCCCC1	?
COCCN(CCOC)C(=O)c1cc2c(=O)n3ccccc3nc2n1C	i
COc1cccc2c(Nc3ccc(C)c(Cl)c3)cc(C)nc12	?
CC1CCCCN1C(=O)c1cc(-c2ccc(Cl)c(Cl)c2)on1 (stereo unspecified)	i
CC1CCCCN1S(=O)(=O)c1ccc2[nH]c(=O)cc(C(=O)NC3CCCC3)c2c1 (stereo unspecified)	i
CCOc1ccc(CN2CCSCC2)cc1	?
CN(c1ccccc1)S(=O)(=O)c1ccc(C(=O)Nc2nnc(-c3ccc(F)cc3)o2)cc1	i
Cc1sc(N=Cc2ccc(Br)cc2)c(C#N)c1C	55%*

Further records.
SMILES	ST2 inh
Cc1c(Cl)c([N+](=O)[O-])nn1CC(=O)Nc1cc(-c2ccc(Cl)cc2)nn1C	?
O=C(O)CCC(=O)N1CCCCC1	i
CCOC(=O)c1c(-c2ccccc2)oc2ccc(OC(=O)CC)cc12	i
CCN(CC)C(=O)C1CCCN(Cc2cccc(OC)c2)C1 (stereo unspecified)	i
CNC(=O)c1ccccc1N	i
O=C(Nc1ccc(Cl)cc1)[C@H](CSCc1ccccc1)N1Cc2ccccc2C1=O	i
CCCCC(=O)Nc1cccc(OCc2cc(=O)n3ccc(C)cc3n2)c1	i
COc1cccc(C2C(C(=O)Nc3ccc(Cl)cc3)=C(C)Nc3nc4ccccc4n32)c1OC (stereo unspecified)	i
CN1CCN(C2CC(=O)N(c3ccc(Br)cc3)C2=O)CC1 (stereo unspecified)	i
CCn1c(CC2CCN(c3nc(OC)cc(OC)n3)CC2)nn(C)c1=O	?
CN(Cc1nccn1Cc1ccccc1)c1ncnc2[nH]ccc12	i
O=C(N1CC[C@H](CO)[C@@H](O)C1)C1(S(=O)(=O)c2ccccc2)CC1	i
CCN(CC)c1ccc(NC(=O)C2CCCCC2C(=O)O)cc1 (stereo unspecified)	?
CNC(C)(C)C(=O)NCCC1CN(C)CCO1 (stereo unspecified)	?
Cc1cccc(-c2cn[nH]c2C2CCN(C(=O)c3ncc[nH]3)CC2)c1	i
O=C(NC1CCCC1)C1c2ccccc2C(=O)N1C1CCCC1 (stereo unspecified)	i
CCN(CC)CCNC(=O)CN1C(=O)/C(=C\c2ccc(Cl)cc2)Sc2ccccc21	33%*
Cc1ccc(C(C)Cc2[nH]cnc2-c2ccccc2)o1 (stereo unspecified)	i
CCOc1ccc(S(=O)(=O)N(CC(=O)NCC2CCCO2)c2ccccc2)cc1 (stereo unspecified)	i
CC(C)CCn1c(Oc2ccc(Cl)cc2)nc2c1c(=O)n(C)c(=O)n2C	?
O=C(O)c1ccc(C(=O)NCc2ccco2)c(C(=O)O)c1	i
Cc1c(-c2ccccc2)[nH]c2c(CNC(=O)c3cnn(C)c3)cc(Cl)cc12	?
O=S1(=O)CCC(N2CCOCC2)C1 (stereo unspecified)	i
O=C1CCCCN1CC(=O)N1CCOC(Cc2cccc(C(F)(F)F)c2)C1 (stereo unspecified)	i
CCCc1nc(C(=O)NC2CCC(n3cnnc3)CC2)cs1 (stereo unspecified)	i

Other results.
SMILES	ST2 inh
COc1cccc(C(C)N(C)C(=O)CCc2nnc(Cc3cc(OC)ccc3OC)o2)c1 (stereo unspecified)	i
Cc1c(C(=O)N2CCC(C)CC2)oc2ccc(S(=O)(=O)N3CCCCCC3)cc12	i
CCc1cc2c(cc3c(=O)n(CC(=O)NCCCN4CCN(CC)CC4)nc(CC)n32)s1	i
Cc1cc(Br)ccc1NS(=O)(=O)c1cccc2cccnc12	i
Cc1cc(Br)ccc1NC(=O)CCS(=O)(=O)c1cccc2nsnc12	i
O=C(c1ccco1)N1CCc2ccccc21	i
Cc1cccc(N=C2NC(=O)/C(=C\c3ccco3)S2)c1	31%*
O=C(CCc1ccc(O)c(O)c1)CCC(O)Cc1ccc(O)c(O)c1 (stereo unspecified)	i
Cc1cc(C)nc(NC(=O)c2cnc3sccn3c2=O)n1	i
COc1cccc(C(=O)Cn2c(Br)nc3c2c(=O)n(C)c(=O)n3C)c1	i
Cc1c(Cl)cccc1NC(=O)C(c1ccccc1)c1ccccc1	i
COc1cc(NC(=O)COc2ccc(Cl)cc2Cl)c2ncccc2c1	i
Cc1ccc2nc(NC(C)C(=O)O)nc(-c3ccccc3)c2c1 (stereo unspecified)	i
Cc1ccc(-n2ncc3c2CCCC3NC2CSCCSC2)cc1C (stereo unspecified)	?
O=C(NCCc1nc2cccnc2n1-c1ccccc1)Nc1ccc(Cl)cc1	i
CCc1cc2c(=O)c(-c3ccc(Br)cc3)coc2cc1O	i
O=C(Nc1nc2ccccc2s1)c1ccncc1	i
CC1(C)Cc2c(oc(N)c2C#N)CS1	i
C=C(C)Cn1c(C(C)NC(=O)COC)nc2ccccc21 (stereo unspecified)	i
Cn1c(SCC(=O)c2ccc3c(c2)CCCC3)nnc1-c1ccccc1	i
CCN(CCN(C)C)c1ncnc2c1cnn2-c1ccc(Cl)cc1	i
CC[C@H]1CN(C(=O)c2ccc(F)cc2)CC[C@H]1CC(=O)N1CCC(C(=O)OC)CC1	?
O=C(Cc1cccs1)NC1C2CC3CC(C2)CC1C3 (stereo unspecified)	i
Cc1cc(C)c(NC(=O)CSc2cccc3ccc(C)nc23)c(C)c1	i
Cc1nn(CCCC(=O)NC2CCCCC2)c(C)c1[N+](=O)[O-]	i

Other compounds follow.
SMILES	ST2 inh
COc1ccc(CNc2nc(-c3ccco3)cc(C(F)(F)F)n2)cc1	i
COc1cccc(C=Nc2ccc(N=Cc3cccc(OC)c3OC)cc2)c1OC	i
CCOC(=O)N1CCN(C(=O)CN(c2ccc(CC)cc2)S(C)(=O)=O)CC1	i
Cc1c(C(=O)NCc2ccccc2)oc2ccc(S(=O)(=O)N3CCC4(CC3)OCCO4)cc12	i
Cc1ccc(C2=N/C(=C\c3ccc(Br)o3)C(=O)O2)cc1[N+](=O)[O-]	?
COc1cc(NS(=O)(=O)c2ccc(NC(=O)c3ccc(Cl)cc3Cl)cc2)ncn1	i
O=[N+]([O-])c1ccccc1CC1CC1(Cl)Cl (stereo unspecified)	?
CCc1ccc(-c2nc(CN3CCC(C(=O)NC(C)C)CC3)c(C)o2)cc1	i
CCOC(=O)C1CCCN(S(=O)(=O)c2cc(Br)cc3c2N(C(C)=O)C(C)C3)C1 (stereo unspecified)	i
O=C(CNC(=O)c1cccs1)NC1CCCC1	i
COC(=O)C1C(=O)C2=C(CC1C)NC(C)=C(C(=O)OC1CCCCC1)C2c1ccc(O)cc1 (stereo unspecified)	i
O=C(NCc1cn[nH]c1-c1cccs1)c1cnn2c1CCCC2	i
O=C(CN1CCN(Cc2cccc(Cl)c2)C1=O)NCc1cccs1	i
CC1CCCCN1CCNS(=O)(=O)c1cc(Br)cc2c1N(C(=O)C1CC1)CC2 (stereo unspecified)	?
CCc1cccc(C)c1NC(=O)c1cc2ccccc2o1	i
O=C(Nc1cccc(-n2cccn2)c1)C1CCCN1C(=O)CCc1ccco1 (stereo unspecified)	i
CS(=O)(=O)N(CC(=O)NCc1ccccn1)c1ccc(Cl)c(Cl)c1	i
COc1ccc(-c2c3c(=O)n(C)c(=O)n(C)c3c3c(C)cc(C)nn23)cc1	i
COc1ccc(OC)c(-c2cc(Cl)c3c(c2)CC(CNC(=O)c2c(F)ccc(F)c2F)O3)c1 (stereo unspecified)	?
Cc1cccc(C(C(=O)NCC2(CN3CCOCC3)CC2)N(C)C)c1 (stereo unspecified)	i
COc1cc2c(cc1OC)C(C(=O)NC1CCCCCC1)C(c1ccccc1F)N(C)C2=O (stereo unspecified)	?
O=C1NCC2(CCCN(c3nc4ccccc4s3)CC2)O1 (stereo unspecified)	i
Cc1cc(C(=O)Nc2ccc(F)cc2F)no1	i
CN1C[C@@H](NC(=O)C2CC2)C[C@H]1c1nc(-c2ccncc2)no1	?
COc1ccc(C2=NN(C(C)=O)C3(CCCCC3)O2)cc1OC	?

Remaining list, next part.
SMILES	ST2 inh
O=C(Nc1ccccc1C(=O)O)c1cccc(C(=O)Nc2ccccc2C(=O)O)c1	?
CC(C)(C)c1ccc(C(=O)Nc2c(-c3ccccc3)nc3sccn23)cc1	i
Cc1cc(C)cc(NC(=O)Nc2c(C)nc3nc(C)[nH]n3c2=O)c1	?
CC(=O)C1C(=O)CC(C)(O)C(C(C)=O)C1c1ccc(N(C)C)cc1 (stereo unspecified)	i
CCNC(=O)c1ccc(-c2ccc3ncccc3c2)nc1	i
COc1ccccc1/C=C/c1[nH]c(=O)[nH]c(=O)c1[N+](=O)[O-]	i
N#Cc1cccc(CN2CC[C@H](c3nnc(-c4ccco4)o3)C2)c1	i
O=C(NCCNCC(O)COc1ccc(O)cc1)N1CCOCC1 (stereo unspecified)	?
Cc1ccccc1Cn1nc(C)c(NC(=O)CCCn2nc([N+](=O)[O-])cc2C)c1C	i
COc1c(OC2OC(CO)C(O)C(O)C2O)ccc(O)c1C(=O)OCc1ccccc1O[C@@H]1O[C@H](CO)[C@@H](O)[C@H](O)[C@H]1O (stereo partly specified)	i
O=C1CCCC2=C1C(c1ccc(OCc3ccc(C(=O)O)cc3)c(Cl)c1)C1=C(CCCC1=O)O2	i
CN1CCN(CCCNC(=O)c2cc3c(-c4ccc(Cl)cc4)nn(C)c3s2)CC1	?
CC(C)(C)C(=O)NCc1nc2ccccc2[nH]1	i
Cc1cc(C)nc(NS(=O)(=O)c2ccc(NC(=O)c3cc4ccccc4oc3=O)cc2)n1	i
CC(=O)O[C@@H]1[C@@H](OC(C)=O)[C@H](C)O[C@@H](O[C@H]2[C@@H]3C=CO[C@@H](O[C@@H]4O[C@H](CO)[C@@H](O)[C@H](O)[C@H]4O)[C@@H]3[C@@]3(CO)O[C@@H]23)[C@@H]1OC(=O)/C=C/c1ccccc1	i
COc1cccc(NC(c2ccccn2)c2ccc3cccnc3c2O)c1 (stereo unspecified)	?
COc1ccc(OC)c(C2C(C(=O)Nc3ccc(C)cn3)=C(C)NC3=C2C(=O)CCC3)c1 (stereo unspecified)	i
CCOC(=O)C1(CCOc2ccccc2)CCN(C(=O)C2=CCCCC2)CC1	?
COc1cc(C)c(CN2CCSCC2)cc1C	i
O=C(CSc1nnc(-c2ccc(Cl)cc2)n1Cc1ccccc1)N1CCCC1	i
COc1ccccc1OCC(=O)N(C1CCCCC1)C1CCCCC1	i
O=C1C2C(C(=O)N1c1cc(C(F)(F)F)ccc1Cl)C1C=CC2C12CC2 (stereo unspecified)	i
CN1[C@@H](CCC(=O)N2CCN(c3ccccc3)CC2)CNC(=O)[C@@H]2[C@H]1CCN2CC(C)(C)C	i
CC(=O)c1ccc(N=c2oc3ccccc3cc2C(N)=O)cc1	?
O=C(c1cc(S(=O)(=O)N2CCOCC2)cs1)N1CCCc2ccccc21	i
Cn1c(=O)c2cc(S(=O)(=O)N3CC(=O)N(CCc4ccccc4)C(=O)C3)ccc2n(C)c1=O	?
COc1ccc(CN[C@H]2[C@H](O)[C@@H](N3CCC(Cc4ccccc4)CC3)[C@@H]3OC[C@H]2O3)cc1	i

Of the compounds above, 13 have a thiophene ring, fused or not.
SMILES	ST2 inh
CNC(=O)C1CCC(Cn2c(=O)c3sccc3n(CC(=O)Nc3ccccc3C)c2=O)CC1 (stereo unspecified)	i
CCSc1sc(SC#N)cc1SC#N	47%*
COC(=O)C1=C(N)OC2=C(C(=O)CC(c3ccccc3)C2)C1c1ccsc1 (stereo unspecified)	i
Cc1ccc(N2CCN(C(=O)CNS(=O)(=O)c3ccc(Br)s3)CC2C)cc1 (stereo unspecified)	i
CCCCc1ccc(C2C(C#N)=C(N)SC(N)=C2C#N)s1	?
Cc1sc(N=Cc2ccc(Br)cc2)c(C#N)c1C	55%*
CCc1cc2c(cc3c(=O)n(CC(=O)NCCCN4CCN(CC)CC4)nc(CC)n32)s1	i
O=C(Cc1cccs1)NC1C2CC3CC(C2)CC1C3 (stereo unspecified)	i
O=C(CNC(=O)c1cccs1)NC1CCCC1	i
O=C(NCc1cn[nH]c1-c1cccs1)c1cnn2c1CCCC2	i
O=C(CN1CCN(Cc2cccc(Cl)c2)C1=O)NCc1cccs1	i
CN1CCN(CCCNC(=O)c2cc3c(-c4ccc(Cl)cc4)nn(C)c3s2)CC1	?
O=C(c1cc(S(=O)(=O)N2CCOCC2)cs1)N1CCCc2ccccc21	i

Not all compounds are listed; the hit share may differ from the screen's.
